# NCF1 inh = blocks human p47phox regulatory protein of NADPH oxidases; P14598; p47phox/p22phox peptide binding, fluorescence polarization, 2 h; inhibition, % at 24.7 µM; hit rate 0.53% among 220,000;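 active = inhibition above about 30%, limit read from the data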;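 also: 0% = p47phox with labelled peptide and 100% = labelled peptide alone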
# p97 ATPase inh = inhibitors of human p97 ATPase. recombinant p97 ATPase, Kinase-Glo ATP luminescence, 3 h. inhibition, % at 8 µM. P55072. hit rate 0.42% among 220,000. AID 1481; in the data active = inhibition above about 15%;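 also: 0% = DMSO vehicle and 100% = wells lacking enzyme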
# Furin inhibitor = human furin inhibition. P09958. AID 463115. purified furin, fluorogenic substrate cleavage. hit rate 0.061% among 220,000. inhibition, % at 30 µM; in the data active = inhibition above about 25%; also: inactives centre near -15
# Runt-SMMHC FRET = blocks binding of human RUNX1 Runt domain to CBFb-SMMHC; Q01196+Q13951; Cerulean-Runt/Venus-CBFb-SMMHC FRET ratio 530/480, 1 h; inhibition, % at 20 µM; hit rate 0.74% among 220,000; AID 1434;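 active = mean inhibition across duplicate retests at 20 µM reaching about 50%, limit read from the data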;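 also: 0% = DMSO wells and 100% = wells with excess untagged CBFb-SMMHC; inhibitors lower the FRET ratio by blocking Runt binding to CBFb-SMMHC; some results filed as inactive read as strong as hits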
# Target sequence (Q01196 whole entry, looked up, the tested form may be a part): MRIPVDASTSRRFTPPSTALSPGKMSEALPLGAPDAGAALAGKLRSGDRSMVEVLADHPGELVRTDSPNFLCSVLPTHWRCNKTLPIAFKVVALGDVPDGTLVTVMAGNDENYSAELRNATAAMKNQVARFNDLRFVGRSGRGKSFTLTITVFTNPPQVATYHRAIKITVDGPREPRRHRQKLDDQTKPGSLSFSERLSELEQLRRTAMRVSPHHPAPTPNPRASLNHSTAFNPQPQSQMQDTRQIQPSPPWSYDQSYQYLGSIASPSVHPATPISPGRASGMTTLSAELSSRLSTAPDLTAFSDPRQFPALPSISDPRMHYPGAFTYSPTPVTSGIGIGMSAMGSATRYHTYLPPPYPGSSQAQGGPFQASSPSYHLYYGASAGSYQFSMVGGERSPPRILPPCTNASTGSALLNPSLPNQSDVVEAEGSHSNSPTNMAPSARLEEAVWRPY
# Target sequence (Q13951 whole entry, looked up, the tested form may be a part): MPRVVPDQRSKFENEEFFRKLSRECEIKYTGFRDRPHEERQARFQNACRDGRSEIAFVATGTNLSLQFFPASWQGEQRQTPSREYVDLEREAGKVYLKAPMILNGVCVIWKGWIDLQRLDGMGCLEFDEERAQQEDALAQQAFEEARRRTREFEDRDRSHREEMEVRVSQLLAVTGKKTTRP
# Calpain2 inh = blocks pig calpain II enzyme activity; purified calpain II, fluorogenic peptide substrate, 30 min; inhibition, % at 16 µM; hit rate 0.37% among 220,000;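 active = inhibition above about 50%, limit read from the data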
# Runt-CBFb FRET = blocks binding of human RUNX1 Runt domain to CBFb. Q01196+Q13951. Cerulean-Runt/Venus-CBFb FRET ratio 530/480, 1 h. inhibition, % at 20 µM. hit rate 0.46% among 220,000. AID 1496;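 active = inhibition over about 50% at 20 µM in the single-dose screen, limit read from the data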;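 also: 0% = DMSO wells and 100% = excess unlabeled CBFb competitor control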
#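 test system = Cerulean-Runt domain fusion protein, energy donor | probe or stimulus = Venus-CBFb binding partner, 100 nM | incubation = two 1 h room-temperature incubations shielded from light | detection = fluorescence energy transfer, 422 nm excitation, 530/480 nm emission | measure = loss of energy transfer signal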
# RBBP9 inhibitor = blocks human serine hydrolase RBBP9 | O75884 | recombinant RBBP9, FP-Rh probe fluorescence polarization | inhibition, % at 7.94 µM | hit rate 0.2% among 220,000 | AID 1515;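 active = inhibition above the campaign mean of all tested compounds plus 3 SD, cut at about 14% in these data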;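 also: plate controls were DMSO wells with RBBP9 for no effect and wells lacking RBBP9 protein for full effect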
# Target sequence (O75884 whole entry, looked up): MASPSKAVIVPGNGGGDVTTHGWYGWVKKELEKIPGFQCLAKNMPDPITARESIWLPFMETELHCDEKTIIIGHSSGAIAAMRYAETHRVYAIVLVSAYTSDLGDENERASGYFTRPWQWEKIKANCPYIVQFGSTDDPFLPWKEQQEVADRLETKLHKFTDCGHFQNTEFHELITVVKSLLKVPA
#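 Material: RBBP9 protein. Amount: RBBP9 at 2.5 µM in dispensed solution, before mixing. Schedule: 30 min then 45 min, 25 °C. Medium: Tris buffer pH 8.0, NaCl, Pluronic. Measured by: fluorescence polarization. Measure: percent inhibition from mP, scaled between DMSO and no-protein wells. Replication: one well per compound.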
# EBV gp42 inh = inhibitors of Epstein-Barr virus glycoprotein 42. inhibition, % (tested at 21.74 µM). hit rate 0.42% among 220,000. Fluorescence polarization binding assay, mP read-out. Q1HVG2; in the data active = inhibition above about 50%
# Tb hexokinase = blocks Trypanosoma brucei hexokinase 1 activity. recombinant TbHK1, G6PDH-coupled NADH A340. inhibition, % at 10 µM. hit rate 0.11% among 220,000. AID 1430;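 active = inhibition of 50% or more in the single-dose primary screen; inactive = inhibition below 50%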
# * hit, by the source's call; i = inactive; & = joins results of further samples; [ ] = remark or other dose.
no.	Compound	NCF1 inh	p97 ATPase inh	Furin inhibitor	Runt-SMMHC FRET	Calpain2 inh
1	CC(C)Oc1ccc(CCNC(=O)CC2C(=O)NCCN2C)cc1 (centres undefined)	-6	1	-8	1	-16
2	CCOC(=O)C1CCCN(c2c(N3CCC(N4CCCCC4)CC3)c(=O)c2=O)C1 (centres undefined)	-6	6	0	-1	-11
3	O=C(/C=C/c1ccccc1Cl)NCc1cccs1	-6	0	-7	0	19
4	CCOC(=O)c1c(N)sc2c(OC)c(Br)ccc12	-7	-4	-5	-1	10
5	CCc1ccc(-c2nnn(Cc3nn[nH]n3)n2)cc1	0	3	-11	2	-15
6	Cc1cnc(NC(=O)c2ccc(-c3nc4ccccc4s3)o2)s1	-34	1	-2	8	-76
7	CC(C)CC(=O)NC(NC(=S)Nc1ccccc1)C(Cl)(Cl)Cl (centres undefined)	0	-2	-4	3	25
8	COC(=O)c1cc2occc2n1Cc1c(F)cccc1Cl	-3	-1	-4	-1	0
9	COc1ccc(C(N)=O)cc1NC(=O)CC(O)(C(F)(F)F)C(F)(F)F	9	0	-20[20 µM]	2	-3
10	CCC(=O)Oc1oc(-c2ccccc2)nc1C=Nc1ccc(C)cc1	-12	3	-24	-3	-24
11	COCCNC(=O)c1c(C)cc(C)cc1C	-9	4	-29	-1	-10
12	COc1ccccc1NC(=S)N(CCc1nc2cc(C)c(C)cc2[nH]1)Cc1cccnc1	-10	-1	-22[20 µM]	-2	-19
13	CCOc1cc(/C=C2\N=C(SCC)SC2=O)cc([N+](=O)[O-])c1OC(C)=O	1	4	-7	-6	-36
14	CCOCCCn1c(=S)[nH]c2cc(C(=O)N3CCC(C(N)=O)(N4CCCCC4)CC3)ccc2c1=O	-7	1	-26	1	-21
15	CCS(=O)(=O)Nc1ccc(C2=NN(S(C)(=O)=O)C(c3cccs3)C2)cc1 (centres undefined)	-65	6	-21	1	-223

no.	Runt-CBFb FRET	RBBP9 inhibitor	EBV gp42 inh	Tb hexokinase
1	1	5	-7	-8
2	4	4	-26	-18
3	0	-7	-10	42
4	2	-8	1	6
5	-3	-2	-2	3
6	-2	-10	-27	-38
7	0	-1	-8	9
8	4	-3	-19	7
9	-3	-8	-21	-1
10	0	-4	-18	-11
11	0	0	-9	-1
12	-2	-5	5	0
13	6	4	2	-6
14	0	-3	1	-4
15	-3	-2	-9	-5

# Next part:
no.	Compound	NCF1 inh	p97 ATPase inh	Furin inhibitor	Runt-SMMHC FRET	Calpain2 inh
16	CC1(C)Cc2ccccc2-c2nnc(SCC(=O)N3CCN(c4ccccc4)CC3)n21	-4	1	-21	-1	0
17	O=C(c1cn(-c2ccccc2)nc1-c1ccccc1)n1nnc2ccccc21	10	2	-14[20 µM]	-1	-5
18	Cc1cccc(NC(=O)Cn2cccc2)c1	-14	4	-23	0	-4
19	COc1ccc(OCC(=O)NC(=S)N2CCCc3ccccc32)cc1	3	9	-18[20 µM]	-9	41
20	CCCC(=O)c1c[nH]c(C(=O)NCCc2ccccn2)c1	-8	0	-15[20 µM]	-5	-8
21	CCn1nc(C)c(/C=N/NC(=O)Cn2nccc2C)c1C	-7	2	-18	1	-5
22	CC(=O)Nc1ccc(NS(=O)(=O)c2ccc3[nH]c(=O)[nH]c3c2)cc1	-8	6	-15	0	-28
23	CCOc1ccc(S(=O)(=O)N2CCN(c3ccccc3OC)CC2)c2cccnc12	-11	-5	-2	1	-38
24	O=C(c1[nH]ncc1-c1ccccc1)C1CO1 (centres undefined)	-3	8	-16	-6	3
25	O=C(NNC(=O)C1CCCN(S(=O)(=O)c2ccc3ccccc3c2)C1)C1CC1 (centres undefined)	-12	7	-14	-1	-7
26	Cc1ccc(C)c(NC(=O)CSc2nnc(-c3ccncc3)o2)c1	-1	10	-8	-2	6
27	O=C(c1cc2nc(-c3cccs3)cc(C(F)(F)Cl)n2n1)N1CCCc2ccccc21	-18	5	-33	0	-3
28	Cc1cccc(NC(=O)CSc2nnc(CCNC(=O)OC(C)(C)C)o2)c1C	-5	3	-26	1	-26
29	Cc1cc(C)c(S(=O)(=O)NC(C)C)c(C)c1-n1cnnn1	-12	1	-25	2	-14
30	COc1ccc(/C=C/C2=CC(C)(C)NC(=S)N2)c(OC)c1	-13	4	-10	2	-22

no.	Runt-CBFb FRET	RBBP9 inhibitor	EBV gp42 inh	Tb hexokinase
16	0	-3	-1	-3
17	1	-4	-8	-6
18	-2	2	-20	4
19	1	7	-5	-7
20	-3	-11	-24	-5
21	-1	-8	-5	-4
22	-1	-6	-3	-2
23	-7	4	-6	-17
24	0	6	-14	-7
25	-1	1	-12	-1
26	-1	-6	-16	-11
27	0	-6	-11	-8
28	-1	2	-8	-2
29	0	3	-19	-3
30	4	-7	-17	-7

# (listing goes on)
no.	Compound	NCF1 inh	p97 ATPase inh	Furin inhibitor	Runt-SMMHC FRET	Calpain2 inh
31	Cc1cccc(NC(=S)NC23CN4CN(CN(C4)C2)C3)c1	-4	-6	2	-5	17
32	Cc1cccc(NCc2ccc(O)c3ncccc23)c1	-1	1	-12	-1	3
33	O=C(c1ccc(F)cc1)N1CCN(C(=O)c2ccc([N+](=O)[O-])cc2)CC1	12	1	-26	2	-16
34	O=c1[nH]c(-c2ccccn2)nc2sc(-c3ccccc3)cc12	0	1	-15	17	i
35	CCOC(=O)c1[nH]c(C)c(C(=O)Nc2ccc(C)c(C)c2)c1C	-14	-4	-13	0	5
36	Cc1c(Cl)cccc1NC(=O)Nc1ccc(C(N)=O)cc1	-4	5	-8	-2	-33
37	Cn1ncc2c(N3CCN(c4ccc(Cl)c(Cl)c4)CC3)ncnc21	7	-1	-10	-4	21
38	COc1ccccc1CCN=C(N)NS(=O)(=O)c1ccccc1	-15	2	-22	2	15
39	Cc1cccnc1NC(=S)NC(=O)/C=C/c1ccco1	-13	-3	-18[20 µM]	0	-9
40	CC(=O)Nc1ccc(/C=N/NC(=O)c2cc(-c3ccco3)nc3ccccc23)cc1	-74	2	-12	-1	-11
41	CCOC(=O)C1CCCN(c2c(Nc3cc(C)cc(C)c3)c(=O)c2=O)C1 (centres undefined)	-7	4	-20	0	20
42	CCOc1cccc(C(=O)NCc2ccccc2)c1	-11	5	-12	-4	-5
43	CCn1cnc2c1c(=O)n(CC(=O)Nc1cc(C)on1)c(=O)n2Cc1ccccc1	-6	-2	-7	4	28
44	Cc1ccc(NC(=O)/C(=C\c2cccc(Br)c2)NC(=O)c2ccco2)cc1	-2	4	-11	7	-24
45	CCOC(=O)c1ccc(NC(=O)c2cc(OC)c(OC)c(OC)c2Br)cc1	-2	-6	-4	-2	23

no.	Runt-CBFb FRET	RBBP9 inhibitor	EBV gp42 inh	Tb hexokinase
31	1	-10	-2	9
32	19	-4	6	-3
33	0	-4	-17	1
34	13	-4	-10	-1
35	-4	-5	-14	0
36	4	-3	-5	-4
37	0	-4	3	4
38	-3	-6	-15	-1
39	0	-2	-12	-62
40	14	-10	-11	-15
41	4	-9	-32	-41
42	-1	1	-19	1
43	-3	-10	-12	12
44	-2	3	-10	-2
45	-1	-10	-17	33

# Additional compounds follow.
no.	Compound	NCF1 inh	p97 ATPase inh	Furin inhibitor	Runt-SMMHC FRET	Calpain2 inh
46	CC1CC(C)(C)NC(=S)O1 (centres undefined)	-13&-2	4&3	-26&-16	-1&-2	-6&-7
47	CC(C)CNS(=O)(=O)c1ccc(CCC(=O)N2CCC(C(N)=O)CC2)cc1	-3	-3	-28	-1	-6
48	C=CCNC(=O)c1ccncc1	14	0	-16	-2	29
49	Cc1ccc(S(=O)(=O)c2c(C)nn(-c3ccccc3)c2OC(=O)c2ccco2)cc1	1	-2	-8	2	-24
50	CCOc1ccc(C(=O)NC(=S)Nc2ccc(NC(=O)c3ccco3)c(C)c2)cc1[N+](=O)[O-]	-3	-1	-13	-16	17
51	O=C(/C=C/c1ccco1)Nc1ccccc1N1CCCC1	-3	3	-4	7	-15
52	Cc1cc(OCC(=O)Nc2ccc(S(=O)(=O)N3CCN(C)CC3)cc2)cc(C)c1Cl	-8	-12	-8[20 µM]	0	-87

no.	Runt-CBFb FRET	RBBP9 inhibitor	EBV gp42 inh	Tb hexokinase
46	-3&-2	-6&1	-13&-27	-7&1
47	2	-1	-7	-2
48	-2	-1	0	4
49	4	1	1	-4
50	-4	-6	14	-4
51	13	1	-3	-12
52	-2	-10	2	1

# Structural class, those above with an NH in an aromatic ring.
no.	Compound	NCF1 inh	p97 ATPase inh	Furin inhibitor	Runt-SMMHC FRET	Calpain2 inh
5	CCc1ccc(-c2nnn(Cc3nn[nH]n3)n2)cc1	0	3	-11	2	-15
12	COc1ccccc1NC(=S)N(CCc1nc2cc(C)c(C)cc2[nH]1)Cc1cccnc1	-10	-1	-22[20 µM]	-2	-19
14	CCOCCCn1c(=S)[nH]c2cc(C(=O)N3CCC(C(N)=O)(N4CCCCC4)CC3)ccc2c1=O	-7	1	-26	1	-21
20	CCCC(=O)c1c[nH]c(C(=O)NCCc2ccccn2)c1	-8	0	-15[20 µM]	-5	-8
22	CC(=O)Nc1ccc(NS(=O)(=O)c2ccc3[nH]c(=O)[nH]c3c2)cc1	-8	6	-15	0	-28
24	O=C(c1[nH]ncc1-c1ccccc1)C1CO1 (centres undefined)	-3	8	-16	-6	3
34	O=c1[nH]c(-c2ccccn2)nc2sc(-c3ccccc3)cc12	0	1	-15	17	i
35	CCOC(=O)c1[nH]c(C)c(C(=O)Nc2ccc(C)c(C)c2)c1C	-14	-4	-13	0	5

no.	Runt-CBFb FRET	RBBP9 inhibitor	EBV gp42 inh	Tb hexokinase
5	-3	-2	-2	3
12	-2	-5	5	0
14	0	-3	1	-4
20	-3	-11	-24	-5
22	-1	-6	-3	-2
24	0	6	-14	-7
34	13	-4	-10	-1
35	-4	-5	-14	0
